# HCV inh = blocks hepatitis C virus. Huh7.5.1 HCVcc-Cre infection, luciferase reporter, 44 h. Potency, µM (titrated, usually from 41.8 µM), for the others: at the highest dose activity change, negative = inhibition, actives largely listed as inhibitors. 340,000 tested, 3.4% active. AID 651820; also: potency is read from the fitted curve at half-maximal effect; % is scaled to controls: 0 for no effect and ±100 for the full control effect
#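 Whole-lifecycle infectious HCVcc-Cre system; cells 1,000/well, compound then virus (~0.5 moi) added 4 h after plating, 44 h culture. Luciferase read 15 sec following 15 min substrate incubation, room temp.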
# FBPA Giardia inh = inhibitors of Giardia lamblia fructose-1,6-bisphosphate aldolase | Potency, µM (top dose mostly 59.6 µM), inactives show at the highest dose activity, negative = inhibition, hits mostly inhibitors | purified Giardia FBPA | 290,000 tested, 0.71% active | A8B2U2; also: potency is read from the fitted curve at half-maximal effect; % is scaled to controls: 0 for no effect and ±100 for the full control effect; nearly all actives have a fitted effect of over 55% in size
# Target sequence (A8B2U2 whole entry, looked up): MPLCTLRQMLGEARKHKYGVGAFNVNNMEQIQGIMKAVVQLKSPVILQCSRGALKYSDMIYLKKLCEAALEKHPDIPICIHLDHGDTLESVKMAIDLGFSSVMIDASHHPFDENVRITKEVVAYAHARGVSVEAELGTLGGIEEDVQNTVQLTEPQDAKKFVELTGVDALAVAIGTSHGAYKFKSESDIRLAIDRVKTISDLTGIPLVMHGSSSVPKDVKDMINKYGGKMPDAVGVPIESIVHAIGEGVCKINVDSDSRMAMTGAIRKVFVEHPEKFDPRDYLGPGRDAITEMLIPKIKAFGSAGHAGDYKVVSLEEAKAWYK
#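 40 nM FBPA preincubated 10 min at RT with compound (up to 57.5 uM final), then substrate plus GAPDH/TPI/NAD/arsenate coupling and diaphorase/resazurin added. Fluorescence read after 20 min at RT, 525/598 nm.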
# Pf growth 96h = inhibits malaria parasite growth, 96 h; P. falciparum luciferase reporter growth, 96 h; Potency, µM (series often up to 28.7 µM), without a hit: at the top dose activity change, negative = inhibition, actives largely listed as inhibitors; 320,000 tested, 6.9% active; AID 504834; also: potency is read from the fitted curve at half-maximal effect; % is scaled to controls: 0 for no effect and ±100 for the full control effect
#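 P. falciparum expressing integrated firefly luciferase, in erythrocytes at 2% hematocrit, 0.05% parasitemia, incubated with compounds 96 h at 37 C, 5% CO2. Growth inhibition read as loss of luminescence; two-generation exposure targets delayed-death apicoplast inhibitors.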
# Cycloheximide cs = counter-screen hit for Shiga toxin inhibitors, cycloheximide. cell reporter, cycloheximide protein synthesis inhibition counterscreen. max response, %. 300,000 tested, 12% active. AID 2314; in the data active = max response mostly above about 13%, no sharp cut-off; inactive = mostly below about 14%; also: read at 38.3 µM for the half of the compounds with a filed dose; 0% is about no effect
# Pf growth 48h = inhibits P. falciparum growth in the first generation, 48 h | P. falciparum luciferase growth in erythrocytes, 48 h | Potency, µM (series often up to 28.7 µM), for inactives: top-dose activity change, negative = inhibition, actives largely listed as inhibitors | 310,000 tested, 5.9% active | AID 504832; also: potency is read from the fitted curve at half-maximal effect; % is scaled to controls: 0 for no effect and ±100 for the full control effect
#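 Cell-based growth assay: transgenic P. falciparum expressing firefly luciferase, cultured in red cells within RPMI 1640 containing 0.5% w/v Albumax, 24 mM bicarbonate and gentamycin. A drop in luciferase activity indicates inhibition.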
# Shiga inhibitor = blocks Shiga toxin action in Vero cells; Vero cells, Shiga toxin protein synthesis inhibition reporter; 290,000 tested, 9.2% active; inhibition, % at 38.7 µM; in the data active = inhibition mostly above about 28%, no sharp cut-off; inactive = mostly below about 43%; also: 0% is about no effect
# The depositor's hits bear a star; ? = inconclusive; . = no result given; + = active, no number; & = joins results of further samples; [ ] = remark or other dose. Unless noted, calls follow the shape of the dose curve; as a rule, active = well fitted curve in the direction sought with a large enough effect; inconclusive = small, poorly fitted or top-dose-only effect, or another doubt; inactive = no such curve, though single readings can be large; an effect the other way counts as inactive or inconclusive.
no.	compound	HCV inh	FBPA Giardia inh	Pf growth 96h	Cycloheximide cs	Pf growth 48h	Shiga inhibitor
1	O=C(N/N=C/c1coc2ccccc2c1=O)c1ccc(Cl)cc1	.	6%	-30%	18	-11%	9
2	Cc1ccc(CC(=O)Nc2ccc(S(=O)(=O)Nc3ncccn3)cc2)cc1	10%	-20%	-3%	-5	-6%	.
3	O=c1c2ccccc2nc(SCc2cc(F)ccc2F)n1C1CCCC1	.	13%	?	-3	?	-12
4	COc1cc(S(=O)(=O)N2CCN(c3ccc(F)cc3)CC2)ccc1Cl	17%	3%	0%[5.75 µM]	-3	17%	15
5	CC(NC(=S)Nc1ccccc1OC(F)F)C(C)(C)C (stereo unspecified)	4%	-7%	-19%	4	-3%	8
6	C(=C\c1ccccc1)/CN1CCN(c2ncnc3c2oc2ccccc23)CC1	?	-2%	-25%	1	-18%	19
7	N#C/C(=C\c1cccc(Oc2ccccc2)c1)C(=O)N1CCOCC1	3%	-6%	32%[activator]	9	-5%	18
8	CC(C)c1ccc(NC(=O)C2CCN(S(=O)(=O)c3ccc4c(c3)C(C)(C)C(=O)N4C)CC2)cc1	?	-7%	-20%	-4	?	-11
9	COc1cc2c(cc1NC(=O)c1cccnc1)oc1ccccc12	3.2µM*	-2%	106%[activator]	29*	.	57
10	CCOc1ccc(C(C)=O)cc1COC(=O)c1cccnc1SC	-23%	0%	5%	-1	-2%	-5
11	COc1ccc(-c2nnc3n2CCCCC3)cc1OC	4%	7%	23%	-6	24%	-4
12	O=S(=O)(c1ccc(Br)s1)N1CCN(CCc2ccccc2)CC1	6%	.	-20%	.	-19%	.

# Looked up above.
# FBPA Giardia inh result of cpd 4 = 3%
# Pf growth 96h result of cpd 2 = -3%
# Pf growth 96h result of cpd 12 = -20%
# FBPA Giardia inh result of cpd 8 = -7%

# The listing continues.
no.	compound	HCV inh	FBPA Giardia inh	Pf growth 96h	Cycloheximide cs	Pf growth 48h	Shiga inhibitor
13	S=c1[nH]ccn1CCc1ccccc1	15%	-22%	7%	7	?	22
14	CCOC(=O)C(NC(C)=O)(Nc1cccc(F)c1)C(F)(F)F (stereo unspecified)	16%	5%	.	-3	3%	-1
15	CS(=O)(=O)N(CC(=O)Nc1ccc2c(c1)OCCO2)c1ccc2c(c1)OCO2	10%	-9%	.	10*	21%	15
16	CC(C)c1csc(CN2CCC(N3CCC(C(=O)NCC4CCCO4)CC3)CC2)n1 (stereo unspecified)	-1%	0%	?	1	-16%	8
17	CC1(C)CC2CC(C)(CN2c2ncnc3ccccc23)C1 (stereo unspecified)	11µM*	12%	?	-2	?	-7
18	Cc1nn2c3ccccc3nc2c2ccccc12	13µM*	-2%	47%[activator]	7	.	13
19	CCOc1ccc(NS(=O)(=O)c2ccc(OC)c(C)c2)cc1	-24%	0%	30%	-1	.	-8
20	CN(C)S(=O)(=O)c1cccc(NC(=S)N/N=C/c2ccco2)c1	-3%	9%	?	14*	3.7µM*	25
21	O=C(CSc1nccn1-c1ncc(C(F)(F)F)cc1Cl)c1ccc(Cl)cc1	1%	3%	116%[activator]	47*	120%[activator]	+
22	Cc1onc(-c2ccccc2)c1C(=O)N1CCN(S(=O)(=O)c2ccccc2Br)CC1	-30%	16%	10%	-5	-7%	-5
23	CC(Cc1cccs1)NC(=S)Nc1ccc(Cl)cc1 (stereo unspecified)	?	1%	?	21*	-6%	45*
24	CCN(CC)CCC(c1ccc(OC)cc1)c1c(O)cc(OC)cc1OC (stereo unspecified)	-14%	-14%&-11%	1.3µM*	-1&-5	1.3µM*	0&9
25	Cc1ccc(NC(=O)c2sc3ncn(CC(=O)N4CCOCC4)c(=O)c3c2C)c(Br)c1	?	.	12µM*	-6	18%	-5
26	CCOC(=O)N1CCC(NS(=O)(=O)c2ccc(NC(C)=O)c(Cl)c2)CC1	6.3µM*	7%	-7%	-1	51%[activator]	37
27	Cc1cccc(C)c1NC(=O)COC(=O)CNC(=O)C1CCCCC1	3%	.	-20%	.	-22%	.
28	COc1ccc(NC(=O)c2sc3nc(N4CCCC4)c4c(c3c2N)CC(C)(C)OC4)cc1	11%	.	12µM*	-2	13µM*	-3
29	Cc1cccc(-n2nnnc2SCC(=O)NCCN2C(=O)CSC2=O)c1	8%	4%	?	-1	12%	-2
30	O=C1CCCN1CCCNS(=O)(=O)c1ccccc1	10%	-6%	93%[activator]	-5	8%	8
31	CCOCCCNC(=O)c1c[nH]c2cc(C)ccc2c1=O	-7%	-2%	-28%	15*	?	31
32	Cn1c(=O)c2c(ncn2CC(=O)OCC(=O)NCc2ccccc2Cl)n(C)c1=O	-13%	-1%	16%	-3	2%	19
33	CN(C(=O)c1ccc2c(Cl)c3c(nc2c1)CCC3)c1ccccc1	-21%	6%	?	45*	96%[activator]	94*
34	Cc1csc2c(C#N)c(=O)c3c(n12)CCC3	25%	3%	.	-7	11%	15
35	Cc1ccc([N+](=O)[O-])cc1S(=O)(=O)N1CCNCC1	4%	-4%	5%	-3	13%	-11
36	O=C(Cn1cnc2c(nnn2Cc2ccc(F)cc2)c1=O)N1CCN(c2ccccc2)CC1	-10%	0%	-5%	-1	?	-14
37	CC1(C)CC2(CCO1)C(Nc1ccccc1)=NC(=S)N2c1ccccc1 (stereo unspecified)	16%	4%	?	0	?	2
38	CC(CC(C)(C)C)CP(=O)(O)CC(C)CC(C)(C)C (stereo unspecified)	.	14%	.	-8	.	-20
39	O=C(Cn1ccc2ccccc2c1=O)NCCC(=O)N1CCN(c2cccc(Cl)c2)CC1	-29%	0%	7.4µM*	-3	.	16
40	N/C(=N/[N+](=O)[O-])N1CCN(C(=O)Oc2ccc([N+](=O)[O-])cc2)CC1	13%	5%	?	-5	-1%[0.00184 µM]	-10
41	CCOC(=O)c1sc2cc([N+](=O)[O-])cc(SCC(=O)OC)c2c1N	-12%	-13%	.	-3	-21%	4
42	Nc1ccccc1Nc1nc2ccccc2[nH]1	?	-16%	10µM*	27*	66%[activator]	34*
43	CCc1ccc(OCC(=O)NNC(=S)NC(=O)C2CC2)c(Br)c1	?	.	?	21	-18%	12
44	COc1ccc2c(c1[N+](=O)[O-])CCC/C2=N/OC(=O)c1cccc2ccccc12	1%	-29%	.	2	0%	5
45	CCCC(=O)N(CCN1CCOCC1)c1nc2ccc(OCC)cc2s1	-2%	?	?	17	16%	1
46	Cc1ccc(S(=O)(=O)N(C)C)cc1NC(=O)/C=C/c1cccs1	-15%	-9%	?	-4	-7%	-11
47	COc1ccc(-n2nc(C)c3sc(C)nc3c2=O)cc1	22%	-1%	40%[activator]	9.6*	15%	46
48	CCN(CC(=O)Nc1ccc(OC)cc1)C(=O)c1ccc(N2CCCC2=O)cc1	-7%	.	-19%	.	-14%	.
49	O=C(O)c1ccc(NC(=S)NC(=O)C(c2ccccc2)c2ccccc2)cc1	34%[activator]	5%	0%	-1	?	-16
50	Cc1cnccc1CNC(=O)C1CCC(=O)N(Cc2ccc(Cl)cc2)C1 (stereo unspecified)	17%	0%	8%	-6	7%	1
51	CC(=O)c1c(O)cc2n(c1=O)-c1ccc(Cl)cc1C2(C)C	-9%	1%	6%	-2	-18%	13
52	Cc1cc(C)c(S(=O)(=O)NCC2CCC(C(=O)N3CCC4(CC3)OCCO4)CC2)c(C)c1 (stereo unspecified)	-13%	3%	?	18	.	13
53	Cc1cccn2cc(COc3cccc([N+](=O)[O-])c3)nc12	-6%	-9%	24%	22*	38%[activator]	61*
54	CCOC(=O)c1c2n(c3ccc(O)cc13)CCCCC2	?	1%	277%[activator]	-4	3%	-7
55	CCOC(=O)c1[nH]cnc1C(=O)Nc1ccccc1C	4%	?	-23%	-2	2%	-11
56	Cc1oc(-c2ccc(Cl)cc2)nc1CSCC(=O)NC1CCN(Cc2ccccc2)CC1	4µM*	1%	15µM*	-1	24%	-4
57	CC(=O)c1cccc(OCc2cc(C(=O)NCc3nc(C)c(C)s3)no2)c1	.	.	-2%	40*	-27%	83*
58	COc1cc2ccccc2cc1C(=O)N1CC(C)CC(C)C1 (stereo unspecified)	-11%	.	0.29µM*	-3	0.33µM*	-9
59	COc1ccc2c(c1OC)C(=O)OC2Nc1nc(-c2ccc(-c3ccccc3)cc2)cs1 (stereo unspecified)	8.9µM*	4%	.	80*	425%[activator]	121*
60	CCOc1cccc(=O)c2c(C)n(CC3CCCO3)c(C)c12 (stereo unspecified)	-21%	?	-39%	-1	15µM*	-17

# The last three compounds of the section above are carried over, then new ones follow:
no.	compound	HCV inh	FBPA Giardia inh	Pf growth 96h	Cycloheximide cs	Pf growth 48h	Shiga inhibitor
58	COc1cc2ccccc2cc1C(=O)N1CC(C)CC(C)C1 (stereo unspecified)	-11%	.	0.29µM*	-3	0.33µM*	-9
59	COc1ccc2c(c1OC)C(=O)OC2Nc1nc(-c2ccc(-c3ccccc3)cc2)cs1 (stereo unspecified)	8.9µM*	4%	.	80*	425%[activator]	121*
60	CCOc1cccc(=O)c2c(C)n(CC3CCCO3)c(C)c12 (stereo unspecified)	-21%	?	-39%	-1	15µM*	-17
61	Oc1ccc(N=Cc2sc3ccccc3c2Cl)cc1	3%	?	?	26*	49%[activator]	78*
62	O=C1OC(CO)C(O)C(O)C1O (stereo unspecified)	.	6%	1%	.	1%	.
63	Cc1ccc(Oc2nccc(-c3ccc(Cl)cc3)n2)cc1	13%	4%	-18%	9	15%	9
64	COc1ccc(N2CCN(c3ncccc3C#N)CC2)cc1	6%	2%	80%[activator]	11*	20%	-1
65	COc1cccc(C=Nc2ccc(C)c(F)c2)c1O	26%	-1%	13%	-2	7%	9
66	COc1cc(CC(=O)Nc2ccc3nc(C)sc3c2)cc(OC)c1OC	-4%	2%	-9%	8	4%	-3
67	COc1cc(NC(=O)Cn2nc(Cc3cccnc3)c3ccccc3c2=O)cc(OC)c1OC	-21%	-12%	341%[activator]	-1	.	-9
68	COC(=O)N1C(c2ccccc2)C1c1ccccc1 (stereo unspecified)	-2%	5%	2%	-3	31%[activator]	-6
69	CCOc1ccc(C(=O)Nc2ccc3c(c2)OCCO3)cc1[N+](=O)[O-]	?	-13%	?	14	26%	67
70	S=C(c1ccccc1)N(c1ccccc1)c1ccccc1	-15%	10%	?	-1	?	17
71	COc1ccccc1NC(=O)CCCc1c[nH]c2ccccc12	-26%	0%	31%[activator]	-2	-10%	-5
72	O=C(NCC1CCCO1)C1CCN(S(=O)(=O)Cc2ccccc2)CC1 (stereo unspecified)	5%	2%	-3%	-2	3%	23
73	COC(=O)Cc1[nH]n(-c2nc3ccccc3s2)c(=O)c1C(C)=Nc1ccc(OC)cc1	?	16%	4%	38*	-55%	39
74	COc1ccc(C2CC(=O)C3=C(C2)Nc2ncnn2C3c2ccccc2C)cc1 (stereo unspecified)	-15%	2%	4%[5.75 µM]	-2	-18%	-8
75	Cc1ccccc1NC(=O)Cn1cnc2c1c(=O)n(C)c(=O)n2C	?	0%	?	-2	11%	-6
76	CCS(=O)(=O)N1CCC(C(=O)N2CCC3(CC2)OCCO3)CC1	6%	1%	-18%	8	12%	-5
77	Cc1cc(C)c(S(=O)(=O)N(CC(=O)NCc2cccnc2)C2CCCCC2)c(C)c1	?	3%	.	-1	-25%	-18
78	CC(=O)Nc1ccc(CC#N)cc1	7%	0%	12%	-3	3%	-1
79	O=C(COC(=O)c1ccc(S(=O)(=O)NCc2ccco2)cc1)NC1CCCCC1	12%	0%	11%	3	.	-2
80	CC(C)OC(=O)c1ccc(N2C(=O)C3CC=CCC3C2=O)cc1 (stereo unspecified)	23%	-6%	.	20*	14%	19
81	Cc1ccc(NC(=O)c2ccc(OC(=O)C(C)Oc3ccc(Cl)cc3C)cc2)cc1 (stereo unspecified)	13%	10%	?	43*	66%[activator]	61*

# Compound activity: PubChem, National Center for Advancing Translational Sciences (NCATS)
